Screens: PubChem, National Center for Advancing Translational Sciences (NCATS)
ERK EGF inh = qHTS Assay for Inhibitors of the ERK Signaling Pathway using a Homogeneous Screening Assay; Stimulation with EGF | AID 1454, 2008 | 0.41% of 130,000 active | Potency, µM (highest dose often 11.5 µM), for inactives: top-dose activity change, negative = inhibition, actives largely listed as inhibitors | HEK293-V1b, EGF-stimulated phospho-ERK AlphaScreen; active = well fitted inhibition curve with a large enough effect; inconclusive = small, poorly fitted or top-dose-only effect, or effect the other way;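 also: plate controls were stimulated vehicle wells for no effect and unstimulated vehicle basal for full effect; nearly all actives have a fitted effect of over 55% in size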
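After overnight plating in 1% FBS, HEK293-V1b cells received test compound for half an hour, then a 5 min pulse of EGF (25 nM); ERK phosphorylation in lysates was read by bead-based AlphaScreen.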
An asterisk follows results filed as active; ? = inconclusive; [ ] = another dose, or the depositor's remark. Potency is read from the fitted curve at half-maximal effect. Only part of the results is shown; count on the stated rates, not on these rows.

SMILES	ERK EGF inh
Cn1ncc(Cl)c(Oc2ccc(Cl)cc2)c1=O	-3.6%
[O-][n+]1cccc2c(Br)cc(Br)c(O)c21	-5.5%
Cc1nc2ccc(NC(=O)c3nn(C(C)C)c(=O)c4ccccc34)cc2s1	-4.1%
CC(C)Oc1ccc(C(=O)NCC(=O)O)cc1	-9.9%[57.5 µM]
CCOP(=O)(OCC)/C(C#N)=C/c1c[nH]c2ccccc12	1.7%[57.5 µM]
CC(C)CNC(=O)c1c(F)c(F)c(F)c(F)c1F	6.3%
COCC(C)n1c(C)cc(C(=O)Cn2nc(C(=O)O)c3ccccc3c2=O)c1C (stereo unspecified)	4.6%
C=CCn1cc(C(=O)NCc2ccc3c(c2)OCO3)c(=O)c2cc(S(=O)(=O)N(CC)CC)ccc21	13.7%
Cc1cc(C(=S)N2CCOCC2)c(C)n1-c1ccc(Cl)cc1	12.1%
C=CCc1c(C)nc(SC)nc1Nc1ccccc1	8.8%
N#CC(C#N)=C1C=C2C=C(N3CCCCCC3)CCC2CC1 (stereo unspecified)	?
FC(F)(F)c1cc(NC(=S)Nc2ccc3cc4ccccc4cc3c2)cc(C(F)(F)F)c1	-5.2%
COC(CNc1ncnc2c1cnn2C)OC	-10.8%
Nc1nc(SCC(=O)N2CCN(S(=O)(=O)c3ccc(Cl)cc3)CC2)n[nH]1	33.3%
CCOC(=O)C1=NN(c2ccc(OC)cc2)C(c2ccccc2)CC1=O (stereo unspecified)	9.7%
O=[N+]([O-])c1ccc(CSc2nnc(SCc3ccccc3)s2)cc1	-8.7%
CC(CCc1ccccc1)NC(=O)COC(=O)c1cccc2ccccc12 (stereo unspecified)	-4.5%
CCN(CC)c1ccc(/C=N/OCC(=O)N2CCCc3ccccc32)cc1	1.9%
O=C(c1cccc(Oc2ccc([N+](=O)[O-])cc2Cl)c1)N1CCCCC1	2.4%
COC(=O)c1cc(NS(=O)(=O)c2ccc(N3CCOCC3)c(N)c2)cc(C(=O)OC)c1	17.2%
COc1ccc(CC(=O)Nc2ccc3c(C)cc(=O)oc3c2)cc1OC	-0.3%
CCn1c2ccccc2c2cc(CN3CCN(S(=O)(=O)Cc4ccccc4)CC3)ccc21	35.0%
COc1ccccc1NS(=O)(=O)c1cccc(C(=O)N/N=C/c2ccc3c(c2)OCCO3)c1	-0.5%
Cc1ccc(-c2cc(-c3ccc(F)cc3)c(C#N)c(N)n2)o1	6.6%
CC(Oc1ccc(/C=N/NC(=O)Cc2cccc3ccccc23)cc1)C(=O)O (stereo unspecified)	16.0%[57.5 µM]
(further entries)
SMILES	ERK EGF inh
O=C(O)CCCCCN1C(=O)C(O)=C(C(=O)/C=C/c2ccccc2)C1c1ccc2c(c1)OCO2 (stereo unspecified)	-7.7%
N=C1SC(CC(=O)Nc2ccc([N+](=O)[O-])cc2)C(=O)N1c1ccccc1 (stereo unspecified)	6.4%[57.5 µM]
Cc1ccc(C(=O)N/C(=C/c2cccnc2)C(=O)NCc2ccco2)cc1	1.9%
Oc1ccccc1-c1nc2c3ccccc3c3ccccc3c2[nH]1	4.3%[57.5 µM]
CN(C)S(=O)(=O)c1cc(NC(=O)CN2C(=O)NC3(CCCc4ccccc43)C2=O)ccc1Cl (stereo unspecified)	9.5%
O=C(OCc1cccc([N+](=O)[O-])c1)c1ccncc1	-1.1%
CC(C)NC(=O)C1CCN(C2CCN(Cc3nc4ccccc4s3)CC2)CC1	0.3%
CCCn1c2c(c(O)c(C(=O)NCCCN(CC)CC)c1=O)CCCC2	-2.2%
CCn1cc([N+](=O)[O-])nc1C	-3.3%
O=C(Nc1ccc(-c2nnc3n2CCCCC3)cc1)c1cc2ccccc2o1	-1.2%
COc1ccc([N+](=O)[O-])cc1NC(=O)Cc1ccc(Cl)cc1	6.0%
O=C(CN1CCCCC1)n1c2ccccc2c2ccccc21	-2.4%[57.5 µM]
CN(Cc1ccc2nonc2c1)Cc1nc(CC2CC2)no1	-9.3%
CCN1CCc2c(sc(NC(=S)NC(=O)c3ccco3)c2C(N)=O)C1	-10.0%[57.5 µM]
Cc1onc(-c2ccccc2Cl)c1C(=O)Nc1ccccc1	2.8%
CNC(=O)c1csc(Cc2c(Cl)sc3ccc(Cl)cc23)n1	4.2%[57.5 µM]
CCNc1nc(NCC)nc(OCC(=O)O)n1	8.2%[57.5 µM]
COc1ccc(C(=O)N2CCN(C(=O)c3ccc(-c4ccccc4)cc3)CC2)cc1OC	-15.9%
O=C(Cn1nnc2ccccc2c1=O)N[C@@H](Cc1c[nH]c2ccccc12)C(=O)O	5.1%
CCOC(=O)COc1ccc2c(C)cc(=O)oc2c1C(=O)c1ccccc1	0.2%
Cc1ccc(NC(=O)COC(=O)c2ccc([N+](=O)[O-])o2)cc1S(=O)(=O)N1CCCCC1	-2.8%
Cc1ccc(-n2c(C)n[nH]c2=S)cc1	2.0%
COc1ccc(CCCc2n[nH]c(=S)o2)cc1C	-1.2%
O=C(NC(NC(=S)Nc1ccccc1C(=O)O)C(Cl)(Cl)Cl)c1ccccc1 (stereo unspecified)	1.7%
CCCCNC(=O)NNc1nc(Cl)cc(C)c1C#N	-0.9%

Reformatted bar-delimited: seven of the compounds above
molecule | ERK EGF inh
O=C(OCc1cccc([N+](=O)[O-])c1)c1ccncc1 | -1.1%
CC(C)NC(=O)C1CCN(C2CCN(Cc3nc4ccccc4s3)CC2)CC1 | 0.3%
CCCn1c2c(c(O)c(C(=O)NCCCN(CC)CC)c1=O)CCCC2 | -2.2%
CCn1cc([N+](=O)[O-])nc1C | -3.3%
O=C(Nc1ccc(-c2nnc3n2CCCCC3)cc1)c1cc2ccccc2o1 | -1.2%
COc1ccc([N+](=O)[O-])cc1NC(=O)Cc1ccc(Cl)cc1 | 6.0%
O=C(CN1CCCCC1)n1c2ccccc2c2ccccc21 | -2.4%[57.5 µM]

(further entries)
SMILES	ERK EGF inh
CN1CCN(C(=S)C(=O)NCc2ccccc2)CC1	5.9%
COc1ccc(NC(=S)c2ccccc2)cc1	5.8%
CCCc1nn(C)c(C(=O)Nc2ccc(C)c(C)c2)c1Cl	6.2%
CNC(=O)c1cc2c(ccc3ccccc32)o1	-2.3%
CC1CCCN(c2ccc(C(=O)OCn3nnc4ccccc4c3=O)cc2[N+](=O)[O-])C1 (stereo unspecified)	27.1%
Cc1ccc(-c2nn(-c3ccccc3)cc2C=C2C(=O)CC(C)(C)CC2=O)cc1	?
O=C(O)c1ccc(N/N=C/c2cc3ccccc3nc2Cl)cc1	-3.7%[57.5 µM]
COc1ccc(N(CC(=O)NCc2ccccc2)C(=O)Cn2nnc(-c3ccccc3F)n2)cc1OC	-3.9%
c1ccc(Cc2cc[n+](Cc3ccccc3)cc2)cc1	-1.3%
CCc1[nH]c(C(=O)O)c(C)c1C(=O)OC	-6.6%[57.5 µM]
Nc1nc(Nc2cccc(F)c2)nc(N2CCOCC2)c1[N+](=O)[O-]	?
CC(=O)/C(N=Nc1ccc(C(=O)O)cc1)=C(\C)O	-5.6%[57.5 µM]
Cc1cc(N2CCN(c3ccc(F)cc3)CC2)nc(-c2ccccc2)n1	4.4%
CN(CC(=O)NC1CCCC1)S(=O)(=O)c1cnc[nH]1	-12.3%
CCOC(=O)CC(NC(=O)c1ccccc1)c1ccc(OC)cc1 (stereo unspecified)	3.3%
Cc1ccc(C)c(NNC(N)=S)c1	-1.8%
Cc1cccc(CC2S/C(=N/c3ccccn3)NC2=O)c1 (stereo unspecified)	-5.3%
O=C(NC1=C(Nc2ccc(Cl)cc2)C(=O)c2ccccc2C1=O)c1ccccc1	?
COc1cc(/C=C/c2cc(C(F)(F)F)[nH]c(=O)n2)cc(OC)c1OC	-2.8%
CCCCC(=O)NC(=S)Nc1ccc(Cl)c(C(=O)O)c1	4.6%
COc1cc(/C=C(\NC(C)=O)C(=O)Nc2ccccc2C)ccc1OC(C)=O	-4.6%
C=CCc1ccc(OCC(O)COc2ccc(CC=C)cc2OC)c(OC)c1	-12.7%[57.5 µM]
CCc1c(O)nc2ccccn2c1=O	5.0%
Cc1c(CCOC(=O)c2cccc([N+](=O)[O-])c2)sc[n+]1CC(=O)c1ccccc1	-30.7%
Cc1ccc(C(=O)N/C(=C\c2ccco2)C(=O)NCCc2c[nH]c3ccccc23)cc1	-3.7%

Structures above that contain an aryl thioether with sulfur outside any ring:
SMILES	ERK EGF inh
C=CCc1c(C)nc(SC)nc1Nc1ccccc1	8.8%
Nc1nc(SCC(=O)N2CCN(S(=O)(=O)c3ccc(Cl)cc3)CC2)n[nH]1	33.3%
O=[N+]([O-])c1ccc(CSc2nnc(SCc3ccccc3)s2)cc1	-8.7%

Filtered by structure, the compounds so far with a thiophene ring, fused or not (2)
SMILES	ERK EGF inh
CCN1CCc2c(sc(NC(=S)NC(=O)c3ccco3)c2C(N)=O)C1	-10.0%[57.5 µM]
CNC(=O)c1csc(Cc2c(Cl)sc3ccc(Cl)cc23)n1	4.2%[57.5 µM]

(more compounds)
SMILES	ERK EGF inh
Cc1ccc(OCCOCCn2cnc3ccccc3c2=O)cc1C	-7.4%
COc1ccc(-n2nnnc2-c2nc3ccccc3s2)cc1	-18.7%
CC(=O)Nc1ccc(OCC[n+]2cccc(C(N)=O)c2)cc1	5.3%
CN1CCN(c2ccc(C(=O)c3ccc(Br)cc3)cc2[N+](=O)[O-])CC1	?
CCCCc1ccc(NC(=O)N2CCNC(=O)C2CC(=O)Nc2ccsc2C(=O)OC)cc1 (stereo unspecified)	8.7%[57.5 µM]
Cc1cc(C)c2oc(=O)cc(CN3CCOCC3)c2c1	8.2%
O=C(Cc1n[nH]c(=O)c2ccccc12)NC(c1ccccc1)c1ccccc1	-11.1%[57.5 µM]
Nc1ccccc1SCc1cn2ccccc2n1	3.3%
N#C/C(=C(/O)c1ccc([N+](=O)[O-])o1)c1nc2ccccc2[nH]1	-11.0%[57.5 µM]
CCCc1nn(C)c2c(=O)[nH]c(-c3cc(S(=O)(=O)N(CCO)CCO)ccc3OCC)nc12	-21.7%[57.5 µM]
CC(=O)OCC(=O)Nc1ccccc1OC(F)F	-0.6%
O=C(Nc1ccccc1)C1=C[C@H](c2coc3ccccc3c2=O)C[C@H](OCc2ccc(CO)cc2)O1	-7.7%[57.5 µM]
COc1cc(OC)c(C(=O)OCC(=O)N2CC(=O)Nc3ccccc32)cc1OC	-5.2%
CCOc1ccc(C(=O)NCC(=O)OCC(=O)NC2CCCC2)cc1	-1.2%
Cc1ccc(NC(=O)CS(=O)CC(=O)N(CC(=O)NC2CCCC2)c2ccc3c(c2)OCCO3)cc1 (stereo unspecified)	7.6%
CC(=O)c1ccc(NC(=O)CN2CCC(NC(=O)C3CCCCC3)CC2)cc1	0.3%
CNC(=O)CNC(=O)Nc1ccc(Cl)c(Cl)c1	-2.2%
CN(C)C(=O)c1ccc(-c2cncnc2NCc2cccs2)cc1	9.6%
Cc1cccc(C2=NN(c3ccc(Br)cc3)[C@@H](C(=O)N3CCOC3=O)[C@@H]2c2ccc(F)cc2)c1	2.8%
O=C(Cn1nc(-c2ccccc2)ccc1=O)Nc1cccc(NC(=O)c2ccccn2)c1	5.7%
Cn1c(NC(=O)/C=C/c2c(F)cccc2Cl)cc(=O)n(C)c1=O	-1.5%
CN1c2ccccc2Oc2nnc(N3CCN(Cc4ccccc4)CC3)cc21	1.4%
C=CCn1c(O)c(N=Nc2ccccc2C)c2ccccc21	-2.2%
Cc1ccc(-c2csc(NC(=O)CCNC(=O)c3ccc(Cl)cc3)n2)cc1	1.3%
COCCn1c(=NC(=O)c2sc3ccccc3c2Cl)sc2cc(S(N)(=O)=O)ccc21	-0.6%
New compounds follow:
SMILES	ERK EGF inh
CCCOCC1CC(CCc2nc(=S)[nH][nH]2)C(=O)O1 (stereo unspecified)	3.3%
Cc1cc2cc(CNC(=O)C3CCCC3)ccc2n1C	-1.5%[57.5 µM]
O=C(NN=C1CCC(c2ccccc2)CC1)c1ccccc1-n1cccc1 (stereo unspecified)	3.6%
O=C1Nc2ccccc2N(O)N1c1ccc(S(=O)(=O)Nc2ccccn2)cc1	-1.0%
CCCOc1ccc(Cc2c(COCC)[nH]c(=S)[nH]c2=O)cc1	-3.3%
COc1ccccc1N1CCN(c2ncc(C(=O)N3CCN(c4cccc(Cl)c4)CC3)c3ccccc23)CC1	-0.5%
COc1ccc(CCn2c(O)cc3nn(-c4nc5ccccc5s4)c(=O)c-3c2C)cc1	-14.5%[57.5 µM]
Cc1cccc(NC(=S)N2CCN(C(=O)C3CCCO3)CC2)c1 (stereo unspecified)	-3.1%
CCOC(=O)C1(Cc2ccccc2C)CCCN(C(=O)c2ccccn2)C1 (stereo unspecified)	0.3%
Cc1ccc(/C=C2\SC(=S)N(/N=C/c3cc([N+](=O)[O-])ccc3O)C2=O)o1	?
CC(C)NC(=O)NC(=O)COC(=O)c1cccc(S(=O)(=O)N2CCCCC2)c1	14.2%
O=C(c1cc2ccccc2oc1=O)N(Cc1cccs1)CC1CCCO1 (stereo unspecified)	?
Cc1nn(C)c(Oc2ccccc2)c1CCNC(=O)CC(C)C	-7.6%
O=C(NCc1cccc(Cl)c1)c1ccc(-c2csnn2)cc1	0.1%[57.5 µM]
CC(C)(C)c1cc(C(F)(F)F)n2ncc(-c3ccccc3)c2n1	5.6%
Nc1cccc2c1C(=O)N(C(=O)/C=C/c1ccc(F)cc1)C2=O	-11.0%
COc1ccc(NC2c3ncccc3C(=O)N2Cc2ccccc2)c(OC)c1 (stereo unspecified)	0.4%
CCCOc1ccc(C2=NNC(c3cccs3)=Nc3ccc(OC)cc32)cc1	?
Cc1ccc(C(=O)Nc2cccc(C(F)(F)F)c2)cc1Nc1ncnc2nc[nH]c12	-1.2%[57.5 µM]
Cc1cccc2nc(-c3ccco3)c(Nc3ccccc3)n12	-1.6%
c1ccc(-c2noc(C3CCC3)n2)nc1	5.0%[57.5 µM]
O=C(N/C(=C\c1ccccc1)C(=O)N1CCN(CCO)CC1)c1ccccc1	-2.1%
CCCC[C@@H]1C[C@H]1C(NC(=O)c1cccs1)c1ccc(-c2ccccc2)cc1 (stereo partly specified)	10.0%
